mcGAS inh – mouse cGAS inhibition by luminescence | Q8C6L5 | recombinant cGAS, Kinase-Glo ATP depletion luminescence | inhibition, % at 12.5 µM | 0.15% of 160,000 active;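 further: 0% = negative control wells and 100% = reference inhibitor with no enzyme activity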
hcGAS inh – inhibitors of human cGAS; inhibition, % at 12.5 µM; 0.081% of 290,000 active; recombinant h-cGAS, ATP depletion, Kinase-Glo luminescence;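 further: 0% = vehicle reaction and 100% = reaction without DNA for no activity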
Target sequence (Q8N884 whole entry, looked up): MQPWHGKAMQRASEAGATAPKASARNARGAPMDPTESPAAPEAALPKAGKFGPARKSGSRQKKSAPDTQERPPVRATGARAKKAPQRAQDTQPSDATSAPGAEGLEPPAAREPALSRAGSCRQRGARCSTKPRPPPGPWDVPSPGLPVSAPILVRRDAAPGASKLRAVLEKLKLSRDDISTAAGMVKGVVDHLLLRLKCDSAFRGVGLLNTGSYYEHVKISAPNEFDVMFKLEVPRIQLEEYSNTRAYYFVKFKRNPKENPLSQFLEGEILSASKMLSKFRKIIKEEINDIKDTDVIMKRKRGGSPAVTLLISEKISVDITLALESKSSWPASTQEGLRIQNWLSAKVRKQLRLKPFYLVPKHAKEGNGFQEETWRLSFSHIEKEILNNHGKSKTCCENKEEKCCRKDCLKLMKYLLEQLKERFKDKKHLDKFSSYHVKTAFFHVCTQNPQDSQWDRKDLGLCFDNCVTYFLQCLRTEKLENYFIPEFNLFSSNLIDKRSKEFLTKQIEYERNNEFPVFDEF
NPYLR7 ag – activates Aedes aegypti NPYLR7 receptor; HEK293T NPYLR7/Galpha15, GCaMP6s calcium fluorescence; activation, % at 10 µM; 0.15% of 270,000 active; in the data active means activation above about 40%;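 further: 0% = vehicle and 100% = reference agonist at the receptor; some compounds past the cut are filed as inactive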
The depositor's hits bear a star; x = no result given; & = joins results of further samples. Unless noted, no stated cut-off is given here; in the data, active means inhibition above about 40%; inactive means the rest. The list is partial, so the mix of outcomes need not match the whole.

Below each compound – hcGAS inh	mcGAS inh	NPYLR7 ag
CCN1C(=O)C2(c3ccccc31)c1c(cc(C)n(CC3CCCO3)c1=O)OC(=N)C2C(=O)OC (stereo not given)
    -1	0	-2
CN1[C@H]2CC[C@@H]1CN(c1ccnc(N)n1)CC2
    0&11	x	-2&13
O=C(NCC1CCCO1)C(C1CCCC1)N1CCN(C(=O)COc2ccc(Cl)cc2)CC1 (stereo not given)
    -4	0	-10
CN(C)P(=O)(OCC(F)(F)F)N(C)C
    -5	x	-9
O=C(Nc1ccc(F)c(F)c1)N1CCN(CCOC(c2ccccc2)c2ccc(F)c(F)c2)CC1 (stereo not given)
    -2	-5	-2
CC(=NNP(=S)(c1ccccc1)c1ccccc1)c1ccc(O)cc1O
    -3	x	-3
N#Cc1c(NC2=CC(=O)CCC2)sc2c1CCCCCC2
    -7	x	-2
NCCc1cccc(CN2C[C@@H]3[C@H](C2)[C@H]2CC[C@@H]3O2)c1
    -7	x	8
CCN(CC)S(=O)(=O)c1ccc(Cn2nc(C(=O)Nc3nc4ccccc4s3)c3ccccc32)cc1
    -5	-1	20
CCOc1ccc2[nH]c(=O)c(CN3[C@@H]4CC[C@H]3CC(O)C4)cc2c1 (stereo not given in full)
    -4	x	29
C#C[C@H]1CN2CC[C@H]1C[C@@H]2CNC(=S)Nc1cccc(SC)c1
    6	3	-14
COc1ccc(C(=O)N(Cc2cc(NC(=O)c3cccs3)ccc2N(C)C2CCN(C)CC2)CC(C)C)cc1
    -5	-8	27
CC(C(=O)NCc1cnn2ccccc12)N1CCCC1=O (stereo not given)
    -5	-11	-4
Cc1nn(Cc2ccccc2)c(C)c1C(=O)NC(C)c1ccc2c(c1)OCCO2 (stereo not given)
    -5	x	9
CNC(C)c1nc2ccccc2c(=O)n1-c1ccccc1OC (stereo not given)
    -9	x	7

Further structures follow.
Below each compound – hcGAS inh	mcGAS inh	NPYLR7 ag
CC(C)=CCN1CCCC(C(=O)c2ccc(Cl)cc2)C1 (stereo not given)
    -10	x	25
Cc1ccc(N2C[C@H](c3cc(F)cc(F)c3)[C@@H]3[C@H]2C2CCN3CC2)nn1
    1	x	-1
C1CC(N(CC2CC2)C2CNC2)CCO1
    -12	-5	x
CCCN1CCC[C@H](c2cccc(O)c2)C1
    7	-4	2
O=C(COc1ccc(Cl)cc1)N1CCN(CC(OCc2c(F)cccc2F)c2ccc(Cl)cc2)CC1 (stereo not given)
    -2	-4	5
CC12CCC(CNC1)C2(C)C (stereo not given)
    -1	x	2
O=P(Oc1ccccc1)(Oc1ccccc1)N1CCN(c2ccc(F)cc2)CC1
    -3	x	-11
COc1ccc(NP(=O)(Oc2ccccc2F)Oc2ccccc2F)cc1
    -8	-5	2
O=S(=O)(c1cc(F)ccc1F)N1CCN(CCOC(c2ccccc2)c2ccccc2)CC1
    -9	-8	-2
Cc1ccc(C)n1C1CC(C)(C)NC(C)(C)C1
    -4&-6	-6	3&1
CC12CCC(O)CC1=CCC1C2CCC2(C)C(O)C(=Cc3ccc([N+](=O)[O-])cc3)CC12 (stereo not given)
    -8	x	2
N#Cc1ccc(NC(=O)c2ccc(Br)o2)cc1Cl
    -5	x	7
Cc1n[nH]c(C)c1CN1CCC2(CCNCC2)C1
    -4	x	12
COC(=O)c1ccccc1NC(=O)N1CCN(CCOC(c2ccccc2)c2ccc(F)c(F)c2)CC1 (stereo not given)
    -7	-9	24
COc1cccc([C@@H]2CCN(Cc3ccc4ccccc4n3)C[C@H]2O)c1
    -5	x	5

Following part:
Below each compound – hcGAS inh	mcGAS inh	NPYLR7 ag
Cc1c(C(=O)N[C@@H]2C[C@H]3CC[C@@H]2C3)ncn1Cc1ccc(Cl)cc1
    -4	x	13
CCOC(=O)P(=O)(O)O
    0	x	6
CCCCC1(C)N2CC3(C)CN1CC(C)(C2)C3=O (stereo not given)
    -3	-4	5
COC1CCCCC1NC1CCCC1 (stereo not given)
    -6	x	1
Cc1cc(CN2CCc3ccccc3C3(CCC(=O)CC3)C2)no1
    -3	x	18
O=C(NCCCN1CCCC1=O)c1nn(Cc2ccc(OCc3ccccc3)cc2)c2ccccc12
    -7	-6	15
COc1ccc(Br)cc1C=C(C#N)C#N
    0	x	9
Cc1cccc(-n2nc(-c3ccccc3)c3c2N(CC(=O)NCc2ccco2)C(=O)CSC3c2ccsc2)c1C (stereo not given)
    -4	-7	16
CN1C(=O)C(=Cc2cccc(OCc3ccccc3Cl)c2)C(=O)N(C)C1=O
    -2	-7	3
COc1ccccc1[C@@H]1CN(S(=O)(=O)N(C)C)[C@@H]2C3CCN(CC3)[C@@H]21
    1	x	23
O=C1OC2(CCN(Cc3ccccc3)CC2)c2ccccc21
    -6	x	5
O=C(O)Cc1cccnc1C(=O)O
    -3	x	-12
Clc1cccc(CN2CCNCC2)c1Cl
    -9	x	-2
C=CCNC(=O)c1cn(Cc2ccc(C)o2)cc(C(=O)NCC2OCCc3ccccc32)c1=O (stereo not given)
    -13	x	3
CC(=O)[C@H]1CC[C@H]2[C@@H]3CC[C@H]4C[C@H](O)CC[C@]4(C)[C@H]3C(=O)C[C@]12C
    -7&-5	-2	6&2

Continued.
Below each compound – hcGAS inh	mcGAS inh	NPYLR7 ag
O=c1c2cnc3ncnn3c2ccn1CCc1cnc[nH]1
    -3	x	5
Cc1cc(C(F)F)n2nc(C(=O)Nc3ccc4c(C(F)(F)F)cc(=O)oc4c3)nc2n1
    -3	x	-10
CC(Cn1cncn1)NCCN1CCc2ccccc21 (stereo not given)
    -4	x	6
FC(F)n1ccnc1CN1CCNCC1
    -14	x	6
COC(=O)C1C(=N)Oc2cc(C)n(C)c(=O)c2C12C(=O)N(Cc1ccc(Cl)cc1)c1ccccc12 (stereo not given)
    -2	-7	3
Oc1ccccc1C=NNP(=S)(c1ccccc1)c1ccccc1
    -6	-4	4
O=C(O)c1cn(Cc2ccc(Cl)cc2)nn1
    -4	-12	8
CC(C)c1ccc(NC(=O)C(C2CCCC2)N2CCN(C(=O)COc3ccc(Cl)cc3)CC2)cc1 (stereo not given)
    -8	-5	-1
Oc1ccc2c3c1O[C@H]1c4[nH]c5ccccc5c4C[C@@]4(O)C(C2)N(CC2CC2)CC[C@]314
    -6	x	-9
CCCCCCOC(=O)C1CN1C(CC)C(=O)OC (stereo not given)
    -4	x	-5
COc1ccc2n[nH]c(CN3C[C@@H]4[C@H](C3)[C@H]3CC[C@@H]4O3)c2c1
    0	x	2
CC1=C(C(=O)OC(C)C)C2(C(=O)Nc3ccccc32)C(C(=O)OC(C)(C)C)C(=N)O1 (stereo not given)
    3	0	-2
Cc1nc(CC(=O)N2CCN(Cc3ccco3)C(CCO)C2)cs1 (stereo not given)
    -9	-12	-5
C[C@@H]1O[C@@H](O[C@H]2C[C@@H](O)[C@]3(CO)[C@@H]4C(CC[C@]3(O)C2)[C@@]2(O)CC[C@H](C3COC(=O)C3)[C@@]2(C)C[C@H]4O)[C@H](O)[C@H](O)[C@H]1O (stereo not given in full)
    -1	-4	-1
Cc1cc(/C=C2\C(=O)NC(=O)N(C)C2=O)c(C)n1-c1ccc2c(c1)OCO2
    -3	-5	-2

Record cards, as listed above. Values in the order: hcGAS inh | mcGAS inh | NPYLR7 ag
Record of `CCN1C(=O)C2(c3ccccc31)c1c(cc(C)n(CC3CCCO3)c1=O)OC(=N)C2C(=O)OC` (stereo not given) → -1 | 0 | -2
Record of `O=c1c2cnc3ncnn3c2ccn1CCc1cnc[nH]1` → -3 | x | 5
Record of `Clc1cccc(CN2CCNCC2)c1Cl` → -9 | x | -2
Record of `Cc1cc(/C=C2\C(=O)NC(=O)N(C)C2=O)c(C)n1-c1ccc2c(c1)OCO2` → -3 | -5 | -2
Record of `N#Cc1ccc(NC(=O)c2ccc(Br)o2)cc1Cl` → -5 | x | 7

Quoted from the listing:
Under hcGAS inh, FC(F)n1ccnc1CN1CCNCC1 has the entry -14
Under NPYLR7 ag, COC(=O)C1C(=N)Oc2cc(C)n(C)c(=O)c2C12C(=O)N(Cc1ccc(Cl)cc1)c1ccccc12 (stereo not given) has the entry 3
Under mcGAS inh, Oc1ccccc1C=NNP(=S)(c1ccccc1)c1ccccc1 has the entry -4

(listing goes on)
Below each compound – hcGAS inh	mcGAS inh	NPYLR7 ag
C[C@]1(O)CCC2C3CC[C@H]4CC(=O)C(=CO)C[C@]4(C)C3CC[C@@]21C (stereo not given in full)
    -4	x	-24
C#C[C@H]1CN2CC[C@H]1C[C@@H]2CNC(=S)Nc1ccc(C)cc1Br
    -2	-1	-5
CC(Cc1ccccc1)N(C)CN1C(=O)c2ccccc2C1=O (stereo not given)
    -9	x	8
COc1ccc(-n2nc(-c3ccccc3)c3c2N(CC(=O)NC2CC2)C(=O)CSC3c2cccc(C)c2)cc1 (stereo not given)
    -4	-3	25
CCCC[N+]1(C)C2CC(OC(=O)[C@H](CO)c3ccccc3)CC1C1OC12 (stereo not given in full)
    5	-3	1
CCOC(=O)c1c(CN2CCN(C)CC2)n(Cc2ccccc2)c2cc(Br)c(O)cc12
    3	3	-6
CN1CCN(c2c([N+](=O)[O-])cc(C(F)(F)F)cc2[N+](=O)[O-])CC1
    -6	x	4
O=S1(=O)C=CC(NC2CCC3(CCNCC3)CC2)C1 (stereo not given)
    0	-15	9
CCN1C(=O)C2(c3ccccc31)c1c(cc(C)n(CC)c1=O)OC(=N)C2C(=O)OC (stereo not given)
    0	-7	1
O=C(c1ccc2n[nH]nc2c1)N1C[C@@H](c2ccccc2)[C@@H]2[C@H]1C1CCN2CC1
    -5	-13	5
CCCCc1ccc(C(=O)O)nc1
    -6&-3	-3	-7&-1
Cc1sc2ccccc2c1CC1=NCCN1
    -2	-3	9
COc1cccc(C(CN2CCN(C(=O)COc3ccccc3)CC2)OCc2ccc(C#N)cc2)c1 (stereo not given)
    -5	-5	x
CCCCOC(=O)c1ccccc1C(=O)OCCCC
    -3	x	-4
Clc1cnc(Oc2ccc(Oc3ncc(Cl)cc3Cl)cc2)c(Cl)c1
    -3	-5	3

Two compounds drawn at random from those above, as already listed:
Below each compound – hcGAS inh	mcGAS inh	NPYLR7 ag
C#C[C@H]1CN2CC[C@H]1C[C@@H]2CNC(=S)Nc1ccc(C)cc1Br
    -2	-1	-5
COc1cccc(C(CN2CCN(C(=O)COc3ccccc3)CC2)OCc2ccc(C#N)cc2)c1 (stereo not given)
    -5	-5	x

Further compounds follow:
Below each compound – hcGAS inh	mcGAS inh	NPYLR7 ag
Cc1cc(C)c2nc(N3CCNCC3)sc2c1
    -15	x	-4
O=S(=O)(CC(F)(F)F)N1CCC2(CCNCC2)C1
    -4	x	13
O=C(O)[C@@H]1CSC(c2cccnc2)N1 (stereo not given in full)
    -5	-4	3
COCCN(CCN1C[C@H]2CC[C@@H]1C2)Cc1ccccn1
    -12	-7	x
Cc1ccc(Cn2cccc(C(=O)Nc3nc(C)cs3)c2=O)cc1
    -7	x	17
CCOC(=O)[C@]12C[C@@H](Oc3ccccc3)[C@@]1(c1ccccc1)NC(=O)C2=O
    3	x	-5
CCC(=O)Nc1ccc(OCC(=O)N2CCCN(C)CC2)cc1
    -5	-17	-4
N[C@H]1[C@H](O)[C@@H](N2CCCCC2)[C@@H]2OC[C@H]1O2
    -4	-5	-12
CCCCOc1ccc(S(=O)(=O)N2CCN(CCOC(c3ccc(Cl)cc3)c3ccc(Cl)cc3)CC2)cc1
    5	2	6
OCC1CN(C2CCC2)CC12CCNCC2 (stereo not given)
    -6	-4	x
COc1ncccc1-c1ccc2c(c1)CNCC2
    -6	-12	10
CCCc1ccc(CN2[C@H]3CCNC[C@@H]2CC3)o1
    -11	-6	x
CC(C)(c1ccccc1)C1CCCN1 (stereo not given)
    -10	x	17
CC(C)(C)c1ccc(Cn2nc(C(=O)NCC3CCCO3)c3ccccc32)cc1 (stereo not given)
    -5	-5	17
COc1ccc(-n2nc(C(C)(C)C)c3c2N(CC(=O)O)C(=O)CSC3c2ccsc2)cc1 (stereo not given)
    -1	1	-7

More entries.
Below each compound – hcGAS inh	mcGAS inh	NPYLR7 ag
CN1CCc2c(C#N)c(N)n(C)c(=S)c2C1
    -1	x	3
CC1C[C@H]2CC(=O)[C@H]3CCCN4CCC[C@H]2[C@]34C1 (stereo not given in full)
    -2	x	-5
C[C@]12CCC3C(CC[C@H]4C[C@H](OS(=O)(=O)O)CC[C@]34C)C1CCC2=O (stereo not given in full)
    -5	0	-8
Cc1ccc(N=C(N(C)C)P(=O)(N(C)C)N(C)C)cc1
    -3	x	6
S=P(Oc1ccccc1)(c1ccccc1)N1CCOCC1 (stereo not given)
    -3	x	8
Cc1[nH]c2ccccc2c1C1=CCN(CCS(C)(=O)=O)CC1
    -5&-1	0	7&2
C#CCCN1CCN(C(=O)Cc2cc(C)[nH]n2)CC1
    19	x	-3
COc1cc(N)c(Cl)cc1C(=O)NC1CN2CCC1CC2 (stereo not given)
    -1	x	-12
O=C1NCCN2CCN(C(=O)c3cnn4ccccc34)CC12 (stereo not given)
    -7	x	10
CO[C@@]12CC[C@H](O)C[C@@H]1N(Cc1ncon1)CC2
    -10	-6	x
CC(C)C/C(=N/O)c1cn(C)c2ccccc12
    -1	x	1
N#Cc1ccccc1-c1ccc(COc2coc(CN3CCN(C(=O)Cc4cccs4)CC3)cc2=O)cc1
    1	-4	4
Cc1ccc(-n2c(C(C)NCc3ccco3)nc3ccccc3c2=O)c(C)c1 (stereo not given)
    -3	x	-6
O=S(=O)(c1cccc(Cl)c1Cl)N1CCN(CCOC(c2ccc(F)cc2)c2ccc(F)cc2)CC1
    -10	-8	3
CCOC(=O)[C@H]1CN(C(=O)C(CC)CC)[C@]2(C)C(=O)N(CCOC)c3ccccc3[C@H]12
    -3	-7	-1
Fc1ccc(CN2CCOC3CCCCC32)c2ncccc12 (stereo not given)
    -9	x	3
COP(=O)(CCl)Oc1ccccc1 (stereo not given)
    -2	-6	5

From PubChem BioAssay
